ADAM10 inh: human ADAM10 inhibitors, primary screen, biochemical, QFRET, HTS. Disintegrin and metalloproteinase domain-containing protein 10 (Homo sapiens), O14672. recombinant ADAM10, EDANS/DABCYL FRET peptide cleavage, 3 h. inhibition, % at 7 µM. 0.62% of 370,000 active. AID 720582, 2013;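 active = inhibition above a per-campaign cutoff equal to the mean of compounds falling between control-based bounds plus 3 SD, cut at about 20% in these data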;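 note: 0% = DMSO wells while the 100% control is not disclosed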
GAA850 FXN act: FXN promoter activators, primary screen, cell-based, luciferase luminescence, HEK293 lucGAA850; HEK293 lucGAA850 FXN promoter luciferase reporter, 24 h; percent of 10 µM SAHA response; activation, % at 6 µM; 0.56% of 360,000 active; AID 540364, 2011;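 active = activation above the average of all compounds screened plus 3 SD, cutoff fixed separately per campaign, cut at about 7.5% in these data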;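 note: 0% = DMSO wells and 100% = 10 µM SAHA wells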
DAX1 inh-1: DAX1 (NR0B1) inhibitors, primary screen, cell-based, HEK293, Gal4-DAX1, luciferase luminescence; HEK293 Gal4-DAX1 luciferase reporter; AID 504766, 2011; inhibition, % at 6.75 µM; 0.99% of 340,000 active; Nuclear receptor subfamily 0 group B member 1 (Homo sapiens), P51843;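 active = inhibition above the mean over all tested compounds plus 3 SD, cut at about 4.2% in these data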;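 note: 0% = DAX1-transfected cells with DMSO and 100% = empty-vector control cells with DMSO; inhibition shows as a rise in luminescence from relieved DAX1 repression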
Target sequence (P51843 207-470 limits assumed): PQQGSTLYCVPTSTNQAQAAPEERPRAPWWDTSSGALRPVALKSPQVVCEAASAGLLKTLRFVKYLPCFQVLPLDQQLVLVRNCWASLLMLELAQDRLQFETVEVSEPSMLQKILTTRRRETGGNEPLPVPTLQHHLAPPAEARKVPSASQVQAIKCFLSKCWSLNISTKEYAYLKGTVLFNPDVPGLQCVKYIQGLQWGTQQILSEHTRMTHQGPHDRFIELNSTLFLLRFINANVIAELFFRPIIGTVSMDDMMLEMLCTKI
sPLA2-III inh: human group III sPLA2 inhibitors, primary screen, biochemical, QFRET, BODIPY PC-A2 liposome substrate; QFRET BODIPY PC-A2 liposome hydrolysis, fluorescence; inhibition, % at 12.2 µM; 0.56% of 370,000 active;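 active = inhibition above mean plus 3 SD of compounds lying within the high and low control bounds, cut at about 19% in these data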;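 note: 0% = median of test compound wells and 100% = no enzyme DMSO wells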
hgDAF12 agonist: H. glycines DAF-12 receptor agonists, primary screen, cell-based, luminescence, HEK293, GAL4 fusion, UAS-luciferase | AID 687014, 2013 | Nuclear hormone receptor DAF-12 (Heterodera glycines), GAL4 fusion | HEK293 GAL4-hgDAF12 UAS-luciferase reporter, agonist luminescence; normalized to butyrate control | 1.8% of 370,000 active | activation, % at 6.8 µM;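 active = activation above a cutoff set at the mean of all screened compounds plus 3 SD, cut at about 10% in these data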;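 note: 0% = DMSO wells and 100% = sodium butyrate wells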
DAX1 inh-2: DAX1 (NR0B1) inhibitors on StAR promoter, primary screen, cell-based, luminescence, SF-1 (NR5A1), full-length DAX-1; HEK293T StAR-luciferase reporter, SF-1/DAX-1 repression relief; inhibition, % at 6.8 µM; 1.1% of 370,000 active; AID 652010, 2013;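 active = inhibition above the mean over all tested compounds plus 3 SD, cut at about 3.6% in these data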;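 note: 0% = DAX-1 cells with DMSO and 100% = cells lacking DAX-1 with DMSO; higher inhibition means more luminescence from relief of DAX-1 repression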
hcDAF-12 act: H. contortus DAF-12 nuclear receptor activators, primary screen, cell-based, luminescence, HEK293, lit1-tk-luc reporter. HEK293 hcDAF-12 lit1-tk-luc reporter; 0% DMSO, 100% Δ7-dafachronic acid. activation, % at 6.8 µM. 1.4% of 370,000 active;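 active = activation above the mean of all tested compounds plus 3 SD, cut at about 5.5% in these data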;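 note: 100% = response to 3 µM Δ7-dafachronic acid high control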
PLCg1 inh: PLC-gamma1 enzyme inhibitors, primary screen, biochemical, fluorescence, purified enzyme; fluorogenic substrate; inhibition, % at 12.2 µM; 0.84% of 370,000 active; AID 720700, 2013; in the data active = inhibition above about 9.5%
ADAM17 inh: ADAM17 inhibitors, primary screen, biochemical, QFRET; Disintegrin and metalloproteinase domain-containing protein 17 (Homo sapiens), P78536; AID 720648, 2013; recombinant ADAM17, EDANS/DABCYL FRET peptide cleavage; inhibition, % at 6.95 µM; 0.83% of 370,000 active;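 active = inhibition above the mean of compounds lying between control limits plus 3 SD, set per campaign, cut at about 8.5% in these data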;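 note: 0% = DMSO-only wells as the low control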
Target sequence (P78536 215-824 limits assumed): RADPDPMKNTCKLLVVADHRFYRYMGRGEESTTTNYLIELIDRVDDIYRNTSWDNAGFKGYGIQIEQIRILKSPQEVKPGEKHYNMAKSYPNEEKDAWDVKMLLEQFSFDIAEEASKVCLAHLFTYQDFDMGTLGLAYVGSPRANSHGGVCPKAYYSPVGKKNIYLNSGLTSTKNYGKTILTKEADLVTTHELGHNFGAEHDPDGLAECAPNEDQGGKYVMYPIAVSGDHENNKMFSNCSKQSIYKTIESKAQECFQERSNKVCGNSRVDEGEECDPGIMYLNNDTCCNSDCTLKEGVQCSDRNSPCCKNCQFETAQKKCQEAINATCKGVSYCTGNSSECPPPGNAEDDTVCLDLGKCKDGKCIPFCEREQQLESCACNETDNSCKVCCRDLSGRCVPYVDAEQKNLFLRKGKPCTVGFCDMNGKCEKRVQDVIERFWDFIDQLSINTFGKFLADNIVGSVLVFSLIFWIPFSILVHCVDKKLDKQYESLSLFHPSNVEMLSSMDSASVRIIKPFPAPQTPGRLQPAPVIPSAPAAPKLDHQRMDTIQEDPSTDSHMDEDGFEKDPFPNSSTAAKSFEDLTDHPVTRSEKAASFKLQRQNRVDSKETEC
PLC-beta3 inh: human PLC-beta3 inhibitors, primary screen, biochemical, fluorescence | 1-phosphatidylinositol 4,5-bisphosphate phosphodiesterase beta-3 (Homo sapiens), Q01970 | Purified PLC-beta3, fluorogenic substrate | inhibition, % at 12.2 µM | 0.18% of 370,000 active | AID 720704, 2013; in the data active = inhibition above about 11%;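 note: 0% = median of compound wells on plate and 100% = full blocker control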
ssDAF-12 act: S. stercoralis DAF-12 nuclear receptor activators, primary screen, cell-based, luminescence, HEK293, GRIP1 co-expression, lit1-tk-luc; HEK293 ssDAF-12/GRIP1 lit1-tk-luc reporter; % of 3 µM dafachronic acid response; activation, % at 6.8 µM; 1% of 370,000 active;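 active = activation above the mean over all tested compounds plus 3 SD, cut at about 0.9% in these data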;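 note: 0% = DMSO-only wells and 100% = 3 µM delta7-dafachronic acid wells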
Starred values were filed as active, the others as inactive; nt = no result given.

SMILES | ADAM10 inh | GAA850 FXN act | DAX1 inh-1 | sPLA2-III inh | hgDAF12 agonist | DAX1 inh-2 | hcDAF-12 act | PLCg1 inh | ADAM17 inh | PLC-beta3 inh | ssDAF-12 act
Cc1ccc(-c2nc3ncccc3o2)cc1NC(=O)C(C)(C)C | -33 | 1.8 | 0.1 | 3 | -2.4 | -0.4 | -1.4 | -11 | -21 | -15 | 0.3
Cc1nn(-c2ccccc2)c(C)c1C(=O)OC(C)C(=O)Nc1ccc(C(N)=O)cc1 (centres undefined) | -10 | -1.2 | -0.1 | 1 | 5.9 | -0.2 | -1.8 | 1 | 0 | 3 | -1.4
O=C(Nc1ccccc1)Nc1ccc2ccccc2c1 | -7 | 1.3 | 2.0 | -8 | 9.9 | 1.1 | -0.1 | 1 | -3 | -2 | 0.4
Cc1ccc(N2C(=O)/C(=C\c3ccc(C(C)C)cc3)N=C2SC2CCOC2=O)cc1 (centres undefined) | -7 | -0.3 | -1.1 | -1 | -1.8 | 0.0 | 0.1 | -5 | 0 | -4 | -0.3
Nc1ccc(-c2nnn(Cc3ccccc3)n2)cc1 | -1 | 0.5 | 0.3 | 9 | 2.3 | 0.1 | 1.2 | 6 | -1 | -5 | -0.1
Cc1cc([N+](=O)[O-])nn1CC(=O)N1c2ccccc2CC1C (centres undefined) | -2 | 2.3 | 0.0 | 2 | 3.3 | 0.4 | 4.8 | -3 | -4 | -5 | -1.3
COCc1c(C(=O)N/N=C/c2cccc3ccccc23)nnn1-c1nonc1N | -2 | -0.3 | 0.9 | -8 | -2.1 | 0.1 | -2.0 | 1 | 3 | -3 | -1.0
CSc1ccc(NC(=O)N2CC=C(n3c(=O)[nH]c4ccccc43)CC2)cc1 | 9 | -3.6 | -1.2 | -10 | -1.3 | -1.1 | -4.3 | 3 | 1 | 5 | -1.9
O=C(O)CC(NC(=O)C12CC3CC(CC(C3)C1)C2)c1cc([N+](=O)[O-])ccc1Cl (centres undefined) | 7 | 1.1 | 1.0 | 9 | -0.8 | 0.1 | -2.1 | 13* | 1 | 6 | -1.8
COc1c(C(=O)Nc2ccc(Cc3ccncc3)cc2)ccc2ccccc12 | 8 | -2.9 | -0.5 | -10 | 1.0 | -1.6 | -4.3 | -8 | 1 | -11 | -2.4
O=C(CCn1nnnc1CN1CCOCC1)N1CCC(c2ccccc2F)C1 (centres undefined) | -1 | -1.0 | 0.6 | 6 | 2.5 | 0.1 | -1.6 | 1 | -4 | -4 | -1.2
O=c1c2ccccc2nc(/C=C/c2ccccc2)n1CCc1ccccc1 | -1 | 0.1 | 0.1 | 0 | -0.1 | 0.6 | -2.6 | -4 | -1 | -3 | -0.6
CCOc1ccc(CN(C)C(=O)c2cc3ccccc3o2)cc1OC | 5 | 4.8 | 1.7 | -4 | 0.4 | 0.4 | -0.9 | 0 | -1 | -8 | -0.7
CCOC(=O)c1c(CSc2ccccc2)n(C)c2cc(Br)c(OC)c(O)c12 | -2 | 1.0 | 0.1 | -2 | -1.6 | -0.1 | -1.5 | 1 | -4 | -3 | -1.3
CCCCOc1ccccc1C1NC(=O)NC(C)=C1C(=O)OCCOCC (centres undefined) | 7 | 0.9 | 3.0 | -3 | -0.5 | -0.4 | -1.9 | -1 | 2 | 2 | -1.4
COc1cccc(-c2ncc3ccccc3c2COC(=O)c2ccco2)c1 | 9 | 1.5 | -0.7 | -2 | -1.0 | 0.1 | -1.7 | -1 | -4 | 0 | -0.6
O=C(N/N=C\c1cc(Br)c(Br)o1)C1COc2ccccc2O1 (centres undefined) | -4 | 1.6 | 2.1 | 0 | -14 | -0.7 | -4.3 | 0 | -1 | -10 | -1.8
O=C(CCc1ccccc1)NNC(=O)COc1ccc(Br)cc1 | 5 | 1.5 | 3.2 | -1 | -1.3 | 0.1 | -2.0 | -2 | -2 | -7 | -1.2
Cc1cc(Br)ccc1NC(=O)CN(C)C(=O)CN1C(=O)NC(C)(C2CC2)C1=O (centres undefined) | -8 | 1.3 | 1.1 | 3 | 0.2 | -1.2 | -0.6 | -2 | -6 | -3 | -1.1
CN(C)c1ccc(S(=O)(=O)NCC(=O)N2CCN(c3ccccc3)CC2)cc1[N+](=O)[O-] | -6 | -0.3 | -1.0 | 1 | 0.7 | -2.1 | -1.9 | 0 | -1 | 4 | -1.4
CCOC(=O)c1c(C)[nH]c(C)c1S(=O)(=O)NCCN1CCN(c2cc(Cl)ccc2C)CC1 | 24* | 0.9 | 0.0 | -37 | -2.5 | -2.8 | -3.1 | -1 | 12* | 1 | -1.2
COc1ccc2cc(-c3cc(C(=O)OCC(=O)Nc4c(C)n(C)n(-c5ccccc5)c4=O)c4ccccc4n3)ccc2c1 | -30 | 2.4 | -1.7 | 6 | 15* | 4.8* | 2.5 | -148 | -13 | -168 | 0.2
OC(COc1ccc2c(c1)CCC2)CN1CCN(c2ccccc2F)CC1 (centres undefined) | 20* | 0.7 | -1.3 | -6 | 4.3 | 0.3 | -1.1 | 1 | 2 | 0 | -1.1
COC(=O)CC#N | -11 | 1.8 | 1.1 | 0 | -2.6 | 0.4 | -1.6 | -2 | -2 | 4 | -0.2
COCC(=O)N1CCC(Oc2ccc(C(=O)N3C[C@@H]4CCC[C@H]3C4)cc2)CC1 | -2 | 0.4 | 0.3 | 4 | -0.1 | 0.1 | -1.5 | -2 | -4 | -6 | -1.6
O=C(O)c1nc(Cl)c(Cl)c(N/N=C/c2ccccc2C(F)(F)F)c1Cl | 8 | -1.6 | -1.7 | -14 | 1.3 | 0.3 | 0.3 | 1 | 1 | -7 | -0.8
COc1cc(CNCc2ccc(OC)c3ccccc23)cc(OC)c1OC | -1 | -1.0 | -3.2 | -2 | -4.8 | -1.0 | -3.4 | 1 | -2 | -6 | -1.6
C[C@@H]1CCC[C@H](C)N1Cc1nc(Cc2ccccc2Cl)no1 | -1 | 1.1 | 0.1 | -3 | 0.3 | -0.1 | -0.1 | 5 | 0 | 4 | -1.6
CCC(=O)OCC(=O)Nc1ccc([N+](=O)[O-])cc1OC | 12 | 0.1 | -0.1 | 5 | -2.3 | -0.1 | -0.5 | 4 | 7 | 0 | -1.2
Cc1ccc(-c2csc(NC(=O)C3CC(=O)N(Cc4ccco4)C3)n2)cc1 (centres undefined) | 3 | 0.8 | -0.4 | -18 | -4.7 | -0.2 | -2.1 | 0 | -4 | -6 | -1.5
O=C(Nc1ccc2nc(C3CC3)n(Cc3ccc(F)cc3)c(=O)c2c1)c1ccco1 | 11 | 0.9 | -1.5 | -18 | -3.5 | -1.5 | -1.4 | -5 | 3 | -2 | -1.5
COc1cccc(NC(=O)CSC2=NN3CCCC(=O)N=C3S2)c1 | -6 | 2.3 | -2.1 | -2 | 0.3 | 0.1 | -0.2 | 3 | -1 | -5 | -1.6
Cc1cccc(NC(=S)N2CCCCCC2)c1C | -3 | 0.6 | -0.5 | 0 | 0.7 | -0.9 | -1.7 | -1 | -3 | -3 | -1.0
O=C(Nc1cccc(-c2nc3ccccc3o2)c1)c1cccnc1 | -1 | 0.2 | -1.9 | -10 | 1.1 | -1.0 | -2.4 | -9 | -1 | -8 | -2.1
C=CCNC(=O)c1cc(Cl)ccc1[N+](=O)[O-] | -7 | 1.6 | -0.3 | 8 | -1.1 | -0.3 | 0.1 | 1 | -3 | -1 | -0.2
O=C(NNS(=O)(=O)c1ccc(Cl)cc1)NC1CCCCC1 | -1 | -1.7 | 0.8 | 9 | 1.1 | -0.9 | -0.7 | -1 | -4 | -1 | -0.9
CCCN(C(=O)COC(=O)CC1CCCCC1)c1c(N)n(Cc2ccccc2)c(=O)[nH]c1=O | -3 | -0.3 | 0.7 | -1 | -0.4 | -0.8 | -0.9 | 2 | -2 | -3 | -1.1
CC(C)(C)[C@H]1COC(=O)[C@@H](Cc2ccc(F)cc2)CC/C=C/C[C@@H](CC(=O)N[C@H](CO)Cc2ccccc2)C(=O)N1 | 10 | -1.1 | -1.4 | -10 | -0.7 | 0.1 | -0.9 | 1 | -2 | 3 | -1.7
COC(=O)[C@]12C[C@H](CC(=O)N3CCN(C(=O)C4CC4)CC3)C(=O)N(Cc3ccccc3)C1=C[C@H](C(C)C)O[C@@H]2C1CC1 | -7 | nt | nt | 7 | -1.5 | 1.7 | -0.1 | 0 | 1 | 1 | -1.1
COc1cccc(/C=N/NC(=O)CN2CC(c3ccccc3)CC2=O)c1OC (centres undefined) | -49 | -0.1 | -0.4 | 6 | -0.8 | 0.1 | 0.9 | -21 | -20 | -31 | -1.3
COc1ccccc1C(=O)NC1CCCCN(C)C1=O (centres undefined) | 6 | nt | nt | 4 | -4.2 | -0.3 | -0.8 | 1 | -2 | 2 | -1.4

Arranged by count of non-hydrogen atoms (low to high): 4 of the compounds above
SMILES | ADAM10 inh | GAA850 FXN act | DAX1 inh-1 | sPLA2-III inh | hgDAF12 agonist | DAX1 inh-2 | hcDAF-12 act | PLCg1 inh | ADAM17 inh | PLC-beta3 inh | ssDAF-12 act
COC(=O)CC#N | -11 | 1.8 | 1.1 | 0 | -2.6 | 0.4 | -1.6 | -2 | -2 | 4 | -0.2
C=CCNC(=O)c1cc(Cl)ccc1[N+](=O)[O-] | -7 | 1.6 | -0.3 | 8 | -1.1 | -0.3 | 0.1 | 1 | -3 | -1 | -0.2
O=C(Nc1ccc2nc(C3CC3)n(Cc3ccc(F)cc3)c(=O)c2c1)c1ccco1 | 11 | 0.9 | -1.5 | -18 | -3.5 | -1.5 | -1.4 | -5 | 3 | -2 | -1.5
CC(C)(C)[C@H]1COC(=O)[C@@H](Cc2ccc(F)cc2)CC/C=C/C[C@@H](CC(=O)N[C@H](CO)Cc2ccccc2)C(=O)N1 | 10 | -1.1 | -1.4 | -10 | -0.7 | 0.1 | -0.9 | 1 | -2 | 3 | -1.7
